High-throughput results deposited in PubChem BioAssay by National Center for Advancing Translational Sciences (NCATS).
ERG Ets-DNA blk: ERG Ets/DNA interaction inhibition | AID 624246 | P11308 | Potency, µM (top dose mostly 76.9 µM), without a hit: at the top dose FP activity, negative = inhibition, usual class: inhibitors | actives 0.028% (n = 370,000) | fluorescence polarization, His-ERG Ets domain / labelled DNA; active means well fitted inhibition curve with a large enough effect in the polarisation, with a control signal flat; inconclusive means small, poorly fitted or top-dose-only effect, or effect the other way, or a change in a side signal; inactive means no such curve, though single readings can be large or run the other way; the % refers to the polarisation;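 further: polarization taken with two DNA probes labelled with fluorescein and Texas red; potency means the concentration at half of the fitted maximal effect; % of control where 0% means no effect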
Target sequence (P11308 whole entry, looked up, the tested form may be a part): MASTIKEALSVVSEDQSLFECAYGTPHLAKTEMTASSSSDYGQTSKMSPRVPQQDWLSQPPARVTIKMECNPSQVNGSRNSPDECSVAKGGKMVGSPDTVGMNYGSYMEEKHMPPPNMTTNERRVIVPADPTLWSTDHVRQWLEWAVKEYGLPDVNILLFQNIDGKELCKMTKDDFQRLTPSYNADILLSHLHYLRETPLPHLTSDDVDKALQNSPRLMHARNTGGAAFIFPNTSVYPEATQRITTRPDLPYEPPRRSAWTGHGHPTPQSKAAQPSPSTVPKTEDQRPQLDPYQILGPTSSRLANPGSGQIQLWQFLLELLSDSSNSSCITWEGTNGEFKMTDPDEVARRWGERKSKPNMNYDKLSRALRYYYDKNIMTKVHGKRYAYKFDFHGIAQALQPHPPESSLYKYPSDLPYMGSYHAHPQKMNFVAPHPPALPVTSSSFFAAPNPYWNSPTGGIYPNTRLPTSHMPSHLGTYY
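His-tagged ERG Ets domain (1 uM in the protein solution; 300mM KCl, 50mM Tris-HCl, 1mM EDTA, 1mM DTT, pH 7.5) received compound, then a probe mix of 5 nM fluorescein-DNA and 100nM Texas-615-DNA. Fluorescence polarization was read for both dyes.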
GLS inhibitor: blocks human kidney-isoform glutaminase activity. O94925. GLS enzymatic activity, qHTS titration. Potency, µM (titrated, usually from 45.5 µM), for inactives: at the highest dose activity change, negative = inhibition, hits mostly inhibitors. actives 0.21% (n = 410,000); further: potency means the concentration at half of the fitted maximal effect; on the % scale 0 is the no-effect control and ±100 the full control effect
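hKGA; 45 mM KH2PO4 pH 8.2 + 0.02% Tween-20; cpd via pin tool; 1 mM Gln soln; GluOx/HRP/Amplex Red; RT 30 min; fluor. t0 & final.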
12-LOX inh: inhibitors of human 12S-lipoxygenase ALOX12; purified 12hLO, xylenol orange hydroperoxide absorbance; Potency, µM (doses to about 108 µM), for inactives: at the highest dose activity change, negative = inhibition, actives largely listed as inhibitors; actives 1.1% (n = 580,000); AID 1671190; further: potency means the concentration at half of the fitted maximal effect; on the % scale 0 is the no-effect control and ±100 the full control effect
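Hydroperoxide product was detected by ferrous iron/xylenol orange as the 573 to 405 nm absorbance ratio. Arachidonic acid at 40 uM (final) was turned over for 30 min at room temperature by 150 nM human 12hLO, pH 7.0 Hepes buffer, after 15 min compound preincubation.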
PI4K2A block: PI4K2A (human) kinase inhibition; Q9BTU6; purified PI4K2A, ADP-Glo luminescence, 1 h; active compounds read low; activity change, negative = inhibition, % at 76.9 µM; actives 0.13% (n = 420,000); in the data active means activity change below about -50%; inconclusive means mostly about -30% to -49%;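 further: -100% = wells without enzyme as full effect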
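Compounds are screened against recombinant PI4K2A using PI as substrate and ATP, the latter dispensed at 300 microM. Reactions run one hour at ambient temperature before ADP-Glo detection; full inhibition defined by wells lacking enzyme.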
HP1b binding inh: HP1-beta chromodomain-methylated histone interaction inhibition. P83916. AlphaScreen HP1-beta / biotin-H3K9me3 peptide binding. Potency, µM (titrated, usually from 114 µM), inactives show at the highest dose activity change, negative = inhibition, usual class: inhibitors. actives 0.56% (n = 390,000). AID 540317; further: potency means the concentration at half of the fitted maximal effect; nearly all actives have a fitted effect of over 70% in size; inactives centre near 23
Target sequence (P83916 whole entry, looked up): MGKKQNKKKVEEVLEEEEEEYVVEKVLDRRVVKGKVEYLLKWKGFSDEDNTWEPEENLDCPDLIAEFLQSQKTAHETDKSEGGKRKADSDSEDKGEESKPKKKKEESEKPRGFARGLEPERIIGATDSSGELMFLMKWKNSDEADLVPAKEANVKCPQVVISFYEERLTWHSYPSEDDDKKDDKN
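AlphaScreen: HP1-beta (50 nM) preformed 30 min with biotin-H3(1-18)K9me3 peptide (50 nM) in PBS pH 7.4, 0.01% Tween-20. Compound added for 30 min at RT, then streptavidin donor/nickel chelate acceptor beads (10 ug/mL) for 30 min.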
RGS4 inh: human RGS4 inhibition; actives 0.039% (n = 390,000); Transcreener GDP fluorescence polarization, RGS4-accelerated GTP hydrolysis; Potency, µM (series often up to 114 µM), for inactives: at the top dose activity change, negative = inhibition, hits mostly inhibitors; further: potency means the concentration at half of the fitted maximal effect; on the % scale 0 is the no-effect control and ±100 the full control effect; nearly all actives have a fitted effect of over 75% in size; some results filed as inactive show a strong effect at the top dose
Target sequence (P49798 whole entry, looked up): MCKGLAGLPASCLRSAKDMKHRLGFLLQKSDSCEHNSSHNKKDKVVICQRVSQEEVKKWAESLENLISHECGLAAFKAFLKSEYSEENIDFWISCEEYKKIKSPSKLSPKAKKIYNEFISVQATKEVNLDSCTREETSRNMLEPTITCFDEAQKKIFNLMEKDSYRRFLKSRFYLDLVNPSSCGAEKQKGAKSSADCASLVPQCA
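MLSMR compounds (23 nl, pin-transferred) preincubated 10 min at room temperature with a 500nM (2x) first reagent, then RGS4 at 900nM (2x) plus Transcreener GDP mix added; fluorescence polarization (620/688 nm) read before and after 90 min at 30 °C.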
BAZ2B inh: BAZ2B (human) inhibition | AID 504333 | actives 4.4% (n = 360,000) | AlphaScreen BAZ2B-H3K14Ac peptide displacement | Potency, µM (titrated, usually from 114 µM), inactives show at the highest dose activity change, negative = inhibition, usual class: inhibitors | Q9UIF8; further: potency means the concentration at half of the fitted maximal effect; on the % scale 0 is the no-effect control and ±100 the full control effect; nearly all actives have a fitted effect of over 60% in size
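AlphaScreen displacement of biotin-H3(5-23)K14Ac peptide (50 nM final) from BAZ2B (50 nM final) in PBS pH 7.4, 0.01% Tween-20; complex preformed 30 min RT, then compounds (top 110 uM) 30 min RT, beads 20 min dark.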
G9a block: G9a (human) methyltransferase inhibition | Q96KQ7 | G9a H3K9 monomethylation, AlphaScreen, 2 h | Potency, µM (doses to about 102 µM), for the others: at the top dose activity, negative = inhibition, actives largely listed as inhibitors | actives 8.8% (n = 350,000) | AID 504332; further: potency means the concentration at half of the fitted maximal effect; on the % scale 0 is the no-effect control and ±100 the full control effect; nearly all actives have a fitted effect of over 75% in size
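G9a (20 nM) was preincubated 15 min with compound, then reacted 2 h at room temperature with 500 nM biotin-H3K9 peptide and 20 µM SAM. Monomethyl-H3K9 detected by AlphaScreen using anti-H3K9me1 antibody.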
JMJD2A Tudor: JMJD2A Tudor domain (human) inhibition. O75164. AlphaScreen JMJD2A-Tudor / H3K4me3 peptide binding. Potency, µM (highest dose often 114 µM), without a hit: at the highest dose activity change, negative = inhibition, actives largely listed as inhibitors. actives 4.4% (n = 390,000); further: potency means the concentration at half of the fitted maximal effect; on the % scale 0 is the no-effect control and ±100 the full control effect; nearly all actives have a fitted effect of over 50% in size
* hit, by the source's call; ? = inconclusive; nt = no result given; & = joins results of further samples; [ ] = another dose, or the depositor's remark. Unless noted, the call rests on the fitted dose curve; in most records, active means well fitted curve in the direction sought with a large enough effect; inconclusive means small, poorly fitted or top-dose-only effect, or another doubt; inactive means no such curve, though single readings can be large; an effect the other way counts as inactive or inconclusive. Not all compounds are listed (hit frequency here may not be typical).

SMILES	ERG Ets-DNA blk	GLS inhibitor	12-LOX inh	PI4K2A block	HP1b binding inh	RGS4 inh	BAZ2B inh	G9a block	JMJD2A Tudor
COc1cccc(N2CCN(C(=O)CCCCCn3c(=O)[nH]c4ccccc4c3=O)CC2)c1	2%	6%	-13%	0	10%	-3%	-17%	3%[59 µM]	-31%
O=c1[nH]c2ccccc2nc1-c1ccccc1	-1%	1%	-5%	7	21%	20%	0%	36%[59 µM]	-6%
CCOC(=O)C1(Cc2ccccc2C(F)(F)F)CCN(C(C)COC)CC1 (configuration not stated)	-4%	6%	-12%	4	27%	33%	-13%	1%	-6%
CN(Cc1ccccc1)C(=O)COc1cc(Cl)ccc1Cl	-3%	0%	nt	5	62%[activator]	8%	9%	48%	50%[activator]
CCC(C)[C@H](NC(=O)C1CC(=O)N(c2ccc3c(c2)OCO3)C1)C(=O)NC1CCCCC1 (some centres not stated)	6%	2%	-4%	-6	7%[57 µM]	1%	-28%	-20%[59 µM]	-23%
CS(=O)(=O)N(CC(=O)NCc1ccccc1Cl)c1cccc([N+](=O)[O-])c1	-7%	1%	-2%	0	16%	9%	-5%	26%[12.7 µM]	-22%
Cc1ccccc1NC(=O)c1ccc2c(c1)c(C)c(C)n2Cc1ccccc1	-4%	-1%	0%	-1	23%	-5%	-16%	3%[59 µM]	-19%
C/C(=N\N=C(/C)c1cccc(N)c1)c1cccc(N)c1	1%	-2%	-5%	2	18%	2%	nt	nt	-7%
Brc1cccc(C2CC(c3ccccc3)n3nnnc3N2)c1 (configuration not stated)	0%	1%	0%	-4	39%[activator]	17%[11.4 µM]	-4%	-40%	-17%[57.1 µM]
CCN1C(=O)/C(=C\c2nc3ccccc3c(=O)n2-c2ccccc2)c2ccccc21	1%	-2%	?	-9	-16%	-2%	50µM*	?	45µM*
COc1ccc(C(=O)C2CCCN(C(=O)Cn3nc(C)cc3C)C2)cc1F (configuration not stated)	-5%	1%	11%	1	40%[activator]	11%[11.4 µM]	-3%	-10%	-5%[11.4 µM]
C=CCNC(=O)c1ccc(-c2nc(-c3ccc(Cl)cc3Cl)cs2)cc1	-3%	-4%	-34%	1	24%	-12%	16%	-41%[12.7 µM]	-11%
CC(C)c1ccc(NC(=O)C2Cc3ccccc3N2C(=O)c2ccccc2)cc1 (configuration not stated)	-6%	6%	?	-8	31%	-13%	-6%	21%[59 µM]	4%
CCn1c(CSc2nc3ccccc3s2)nnc1SCC(N)=O	0%	-3%	3%	3	13%	0%	-2%	1%	-16%
O=[N+]([O-])c1ccc(S(=O)(=O)N2CCN(C3CCN(Cc4ccccc4)CC3)CC2)cc1	-4%	-1%	?	-1	50µM*	7%	28µM*	32µM*	1.8µM*
CC(C(=O)Nc1ccccc1C(F)(F)F)n1nc(-c2ccccc2)c2c(c1=O)CCCC2 (configuration not stated)	7%	4%	-28%	-1	22%	23%	-5%	-6%[59 µM]	-20%
COc1ccc(NS(=O)(=O)c2cccc(NC(=O)c3cnccn3)c2)cc1Br	-1%	7%	1%	6	11%	-12%	-24%	-31%	-26%
CC(=O)N1CCCN(Cc2nc(C3(c4ccc(C)cc4)CCCC3)no2)CC1	-1%	-5%	6%	0	32%	6%	6%	nt	-8%
CCCCCNC(=O)c1c[nH]c2ccc(S(=O)(=O)N3CCC4(CC3)OCCO4)cc2c1=O	-7%	3%	5%	-1	4%	?	-38%	-12%	?
CCOC(=O)Cn1c(=O)oc2cc(S(=O)(=O)N3CCN(c4cc(C)ccc4C)CC3)ccc21	0%	-10%	-1%	1	6%	2%	-18%	-5%[59 µM]	-18%
COc1ccc(NC(C)=O)cc1C#N	-10%	0%	-3%	3	35%	-16%	-12%	-33%	0%[57.1 µM]
O=C(Nc1ccnn1C1CCN(Cc2cccnc2)CC1)c1ccccc1Cl	-16%	-2%	-2%	0	27%	8%	-10%	43%[activator]	-10%
CC(C)c1onc(C(=O)N2CCN(C(c3ccccc3)c3ccccc3)CC2)c1[N+](=O)[O-]	9%	1%	351%[activator]	-1	29%	15%	18%	?	-21%
CCOC(=O)C1CCCN1C(=O)c1ccc(OC)c(Br)c1 (configuration not stated)	2%	0%	2%	11	35%	9%	?	-31%	-14%
O=C(Nc1cccc(-c2nc3ccccc3s2)c1)c1cccs1	7%	-14%	-5%	-7	1%	-1%	-4%	20%[59 µM]	-13%
CSCC(=O)NC1CCCN(C2Cc3ccccc3C2)C1 (configuration not stated)	11%	1%	-12%	-2	31%	32%	4%	6%	-13%
O=C(COC(=O)CCc1nc2ccccc2c(=O)[nH]1)NC(c1ccccc1)c1ccccc1	3%	-1%	-17%	-6	16%	4%	5%	-40%[59 µM]	-15%
O=[N+]([O-])c1ccc(-n2nnnc2CN2CCCCC2)cc1	8%	0%	-5%	-2	35%	-1%	-13%	12%	-22%
CCOC(=O)CCSc1nnc(-c2cccnc2)n1-c1ccccc1OC	-2%	2%	0%	0	22%	-8%	8%	3%[12.7 µM]	-11%
NNC(=O)Cn1c(-c2ccccc2)cc(=O)n2ncnc12	5%	-6%	?	-3	41%[activator]	-22%	0%	nt	-9%
Cc1ccc(C(=O)C2=C(O)C(=O)N(CC3CCCO3)C2c2ccccc2F)o1 (configuration not stated)	3%	3%	?	3	2%	0%	-1%	?	-5%
Cn1c(N)c(C(=O)COC(=O)/C=C/c2ccccc2F)c(=O)n(C)c1=O	6%	-5%	-5%	1	24%	-3%	nt	nt	-8%
CC1(C)CC(=O)C(C(C2=C(O)CC(C)(C)CC2=O)c2ccc(Br)s2)C(=O)C1 (configuration not stated)	5%	-16%	16µM*	?	15%	?	-7%	?	-14%
CCCCN(CC)CCCNC(=S)Nc1ccc2nc3n(c(=O)c2c1)CCCCC3	-3%	-13%	?	-5	13%	2%	3%	45µM*	-14%
CNS(=O)(=O)c1ccc(CNC[C@H]2O[C@@H](n3cnc(C(N)=O)n3)[C@H](O)[C@@H]2O)cc1	5%	3%	-4%	-1	18%	8%	nt	nt	-8%
COc1ccc(CNC(=O)c2ccc(C(C)C)cc2)cc1	7%	10%	7%	1	16%	3%	-35%	-2%	1%
CCCCC(=O)Nc1cccc(OCc2cc(=O)n3ccccc3n2)c1	-3%	-7%	0%	2	18%[57 µM]	-9%	0%	-3%[59 µM]	-16%
Cc1cc(C)n(-c2cc(C(C)(C)C)nc3c(-c4ccccc4)cnn23)n1	-3%	2%	-2%	-4	59%[activator]	7%	6%	109%[activator]	31%
COC(C(=O)Nc1ccnn1C1CCN(C(=O)c2cccc(F)c2)CC1)c1ccccc1 (configuration not stated)	-8%	5%	-8%	3	21%	28%	-1%	16%	?
COc1ccc(NC(=O)c2ccc(NCCCN3CCOCC3)c([N+](=O)[O-])c2)cc1	-3%	-5%	?	3	-9%	-29%	-13%	-4%[59 µM]	?
COc1ccc(NC(=O)/C=C/c2cc(OC)c(OC)c(OC)c2)cn1	-2%	-6%	-3%	-2	27%	-16%	-23%	8%	6%
COCCNC(=O)Cn1cnc2sc(C)c(S(=O)(=O)N3CCN(c4ccccc4OC)CC3)c2c1=O	3%&-1%	13%&2%	-11%&-7%	1&1	-17%&53%	-8%&-6%	2%&4%	23%	-16%&-5%
COC(=O)Nc1snnc1C	-2%	-1%	58%[activator]	-3	26%	-4%	5%	5%[59 µM]	-7%
Cc1ccccc1CC1(CO)CCCN(C(=O)c2ccc(F)cc2)C1 (configuration not stated)	-3%	-4%	-12%	1	28%	8%	-1%	4%	-6%
CCN1CCN(c2cc(=O)n(Cc3ccc(F)cc3)c(=O)[nH]2)CC1	0%	17%	0%	1	42%[activator]	-22%	nt	?	5%
CCC(C(=O)NC1CCCC1)N(C(=O)Cn1nnc(-c2cccs2)n1)c1cnc2ccccc2c1 (configuration not stated)	3%	-4%	-17%	4	71%[activator]	-35%[56.9 µM]	-1%	?	-1%[57.1 µM]
O=C(NCC1CCCO1)C1CCN(S(=O)(=O)c2cccnc2)CC1 (configuration not stated)	0%	12%	0%	1	12%	1%	-5%	16%[2.33 µM]	-9%
O=C(O)/C=C\C(=O)Nc1ccc(OCc2ccccc2)cc1	-7%	3%	-14%	-10	16%	-21%	-26%	?	-31%
CN(CC(=O)Nc1ccc(F)cc1)C(=O)CSc1nnc(Cc2ccccc2)o1	-5%	-3%	163%[activator]	-1	41%[activator]	-2%	nt	nt	-10%
COc1cccc(CN(C)S(=O)(=O)c2ccc3c(c2)OCCO3)c1	8%	3%	2%	-5	43%[activator]	5%	7%	23%	11%
COc1ccc(NC2CCCN(C(=O)c3cc(CC(C)C)nc(N)n3)C2)cc1 (configuration not stated)	-1%	-10%	-26%	5	16%	10%	-30%	45µM*	-22%
